DYRK1A inh: Dyrk1A (rat) kinase inhibition. inhibition, % at 12.5 µM. ADP-Glo luminescence, NFATc1 peptide. AID 504441. 310,000 compounds, 0.43% hits. Q63470; in the data active = inhibition above about 50%;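 note: plate controls were vehicle with enzyme for no effect and no enzyme for full effect; many of its hits are not listed in these tables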
The depositor's hits bear a star. Some of the compounds tested; rates above refer to the full screens.

CCC(=O)c1cccc(-c2ccccc2)c1CC was read as DYRK1A inh -4.
`O=C(COC(=O)c1ccc(O)cc1)c1ccc2c(c1)OCCO2` gave DYRK1A inh 6.
`O=C(c1cccc(S(=O)(=O)N2CCCCCC2)c1)N1CCN(Cc2ccccc2)CC1` gave DYRK1A inh -1.
`CCc1ccccc1N=Cc1c(C)c(C#N)c2[nH]c3ccccc3n2c1=O` gave DYRK1A inh 0.
For CCN(C(=O)COC(=O)/C=C/c1ccccc1Cl)c1c(N)n(Cc2ccccc2)c(=O)[nH]c1=O the results were DYRK1A inh -1.
Screening CCCc1cc(=O)[nH]c(SCC(=O)Nc2cc(S(=O)(=O)N3CCCCC3)ccc2Cl)n1 returned DYRK1A inh -4.
Screening Nc1nc(=S)ss1 returned DYRK1A inh 7.
Screening CC(Sc1nnc(-c2ccccc2F)o1)C(=O)Nc1ccc(N2CCOCC2)cc1 (stereo not given) returned DYRK1A inh 1.
Screening O=C(N/N=C/c1ccc(Br)cc1)c1ccc(NC(=O)c2ccccc2)cc1 returned DYRK1A inh 2.
Screening O=C(Nc1c(Br)cc2c(c1Br)Cc1cc([N+](=O)[O-])ccc1-2)C(Cl)Cl returned DYRK1A inh -7.
`CCCCn1cnc2c(SCc3ccccn3)nc(N)nc21` gave DYRK1A inh 0.
Screening COc1ccccc1N1CCN(C(=O)c2ccccc2SCC(=O)N2CCCC2)CC1 returned DYRK1A inh -2.
Screening CC(=O)c1ccccc1NC(=O)CN1C(=O)NC2(CCCCCCC2)C1=O returned DYRK1A inh -1.
For Cc1ccc(-c2nnc(SCC(=O)NCC3CCCO3)nc2-c2ccc(C)cc2)cc1 (stereo not given) the results were DYRK1A inh 5.
Fc1ccccc1CSc1ncnc2c1ncn2C1CCCO1 (stereo not given) was read as DYRK1A inh 11.
For Nc1[nH][nH]c(=O)c1N=Nc1ccccc1 the results were DYRK1A inh 2.
`O=C(O)C1CCC(C(=O)O)SS1` (stereo not given) gave DYRK1A inh -4.
Screening CC(C)Cn1cnc2c(SCc3ccc(Cl)cc3)nc(N)nc21 returned DYRK1A inh 8.
For CN(CC(=O)NC(=O)Nc1ccccc1F)Cc1ccccc1 the results were DYRK1A inh 10.
`Nc1ncnc2c(C3OC(CO)C(O)C3O)scc12` (stereo not given) gave DYRK1A inh 10.
CN(C)S(=O)(=O)c1cccc(NC(=O)c2cccc(S(=O)(=O)N3CCc4ccccc43)c2)c1 was read as DYRK1A inh 4.
For CC1Cc2cccc3ccc(=O)n(c23)C1 (stereo not given) the results were DYRK1A inh 18.
Screening CN(C(=O)c1cccc(NC(=O)Cc2ccc(NC(=O)C3CCN(C(=O)C4CC4)CC3)cc2)c1)C1CCCCC1 returned DYRK1A inh -3.
`CCOC(=O)C(Cc1nc(OCc2ccccc2)cc(OCc2ccccc2)n1)=NO` gave DYRK1A inh 6.
`CCc1ccccc1NC(=O)CN(C)C(=O)COC(=O)c1c(Cl)cccc1Cl` gave DYRK1A inh 9.
OCC1OC(n2cnc3c(NCc4ccco4)ncnc32)C(O)C1O (stereo not given) was read as DYRK1A inh 2.
CC(NC(=O)c1ccccc1)C(=O)OCC(=O)Nc1cccc(S(=O)(=O)N2CCCC2)c1 (stereo not given) was read as DYRK1A inh 2.
O=C(NCC1CCCO1)c1cc(-c2ccncc2)nc2ccccc12 (stereo not given) was read as DYRK1A inh 4.
`ON=C1CCCC2CCCCC12` (stereo not given) gave DYRK1A inh -1.
CC1(C)Oc2c(ccc(O)c2CN2CCOCC2)C2=C1CCCC2 was read as DYRK1A inh -1.
`O=C(Nc1ccc(Cl)cc1)OCCN1CCOCC1` gave DYRK1A inh 1.
For COc1ccc(CCN2CC(C(=O)N(C)CC(=O)Nc3ccc(Cl)c(C(F)(F)F)c3)CC2=O)cc1OC (stereo not given) the results were DYRK1A inh 0.
Screening COc1cccc(CN(C)C(=O)c2ccc(Cl)c(S(=O)(=O)N3CCCCCC3)c2)c1OC returned DYRK1A inh 6.
Screening CCN(C[C@H]1N[C@@](C)(C(=O)OC)[C@H]2C(=O)N(C)C(=O)[C@@H]12)S(=O)(=O)c1ccc(OC)cc1 returned DYRK1A inh -4.
For C#CCOCCOCCOCCNc1nc(N2CCN(C(=O)Cn3cc(CCCCN)nn3)CC2)nc(N2CCN(C(=O)[C@H](C)n3cc(CCC(=O)O)nn3)CC2)n1 the results were DYRK1A inh 1.
`Brc1ccc(Br)c2cnccc12` gave DYRK1A inh 2.
For COc1cc(CN(CC(C)C)S(=O)(=O)c2ccccc2Br)cc(OC)c1 the results were DYRK1A inh 3.
OC1COC(c2ccccc2)OC1C(O)C1OC(c2ccccc2)OCC1O (stereo not given) was read as DYRK1A inh 5.
Screening COc1cccc(CN(C)CC(=O)Nc2cc(S(=O)(=O)N3CCCC3)ccc2Cl)c1OC returned DYRK1A inh 6.
For COc1cc(O)c(C(=O)O)c(CCc2ccccc2)c1 the results were DYRK1A inh 4.

An excerpt of the results above:
CN(C)S(=O)(=O)c1cccc(NC(=O)c2cccc(S(=O)(=O)N3CCc4ccccc43)c2)c1 was read as DYRK1A inh 4.
For CC1Cc2cccc3ccc(=O)n(c23)C1 (stereo not given) the results were DYRK1A inh 18.
Screening CN(C(=O)c1cccc(NC(=O)Cc2ccc(NC(=O)C3CCN(C(=O)C4CC4)CC3)cc2)c1)C1CCCCC1 returned DYRK1A inh -3.
`CCOC(=O)C(Cc1nc(OCc2ccccc2)cc(OCc2ccccc2)n1)=NO` gave DYRK1A inh 6.
`CCc1ccccc1NC(=O)CN(C)C(=O)COC(=O)c1c(Cl)cccc1Cl` gave DYRK1A inh 9.
OCC1OC(n2cnc3c(NCc4ccco4)ncnc32)C(O)C1O (stereo not given) was read as DYRK1A inh 2.
CC(NC(=O)c1ccccc1)C(=O)OCC(=O)Nc1cccc(S(=O)(=O)N2CCCC2)c1 (stereo not given) was read as DYRK1A inh 2.

Continued:
Screening CCN(C[C@H]1N[C@@](Cc2ccccc2)(C(=O)OC)[C@H]2C(=O)N(C)C(=O)[C@@H]12)C(=O)C1CCCCC1 returned DYRK1A inh 3.
Cc1cccc(C2=NN(c3ccccc3)[C@H](CO)[C@H]2c2ccc(Cl)cc2)c1 was read as DYRK1A inh -3.
Screening C=CS(=O)(=O)c1c2cc(OC)ccc2nc2ccc(OC)cc12 returned DYRK1A inh 61*.
`C#CC1(O)CCC2C3CCc4cc(O)cc(C)c4C3CCC21C` (stereo not given) gave DYRK1A inh 10.
`S=P(c1ccc(N2CCOCC2)cc1N1CCOCC1)(N1CCOCC1)N1CCOCC1` gave DYRK1A inh 0.
`CSCCC(NS(=O)(=O)c1ccc(Cl)cc1)C(=O)N1CCN(c2ccccc2)CC1` (stereo not given) gave DYRK1A inh -1.
Screening CC[C@]12c3[nH]c4cc(CCC(=O)N(C)C)ccc4c3CCN1C(=O)[C@@H](CC(=O)NCc1ccco1)C[C@@H]2C(=O)N1CCN(C(=O)C2CC2)CC1 returned DYRK1A inh -1.
COC(=O)[C@]1(C)N[C@H](CN(C)S(=O)(=O)c2ccc(OC(F)(F)F)cc2)[C@@H]2C(=O)N(C)C(=O)[C@@H]21 was read as DYRK1A inh -1.
`O=C(O)C(c1ccccc1)C(O)c1ccc2c(c1)OCO2` (stereo not given) gave DYRK1A inh 2.
For COCc1nnc(NC(=O)C23CC4CC(CC(C4)C2)C3)s1 the results were DYRK1A inh -1.
CC(=O)c1ccc(S(=O)(=O)Nc2c(C)nn(C)c2C)cc1 was read as DYRK1A inh 11.
O=c1[nH]c(=S)c2[nH]c(=S)n(-c3ccccc3)c2[nH]1 was read as DYRK1A inh 3.
For COc1ccc(NC(=O)c2ccc(NC(=O)CN3CCN(c4ccc(O)cc4)CC3)cc2)cc1 the results were DYRK1A inh 7.
Screening CC(C)c1cc(NCCN2CCOCC2)n2c(nc3ccccc32)c1C#N returned DYRK1A inh -7.
For Cc1ccc(C(=O)N[C@H](C(=O)Nc2ccc(N3CCOCC3)cc2)C(C)C)cc1 the results were DYRK1A inh -4.
Cc1cc(C)n2nc(C(=O)OCC(=O)Nc3cc(S(=O)(=O)N4CCOCC4)ccc3Cl)nc2n1 was read as DYRK1A inh -1.
Screening Nc1ncc(C(=O)O)c(-c2ccccc2)n1 returned DYRK1A inh 2.
Screening NC(=O)c1nnsc1-c1ccco1 returned DYRK1A inh 1.
Oc1cccc(CN2CCOCC2)c1O was read as DYRK1A inh 3.
For C=CCn1c(C)nnc1SCC(=O)c1c(N)n(C2CC2)c(=O)[nH]c1=O the results were DYRK1A inh 16.

A draw from above in order of count of non-hydrogen atoms, low to high.
Screening NC(=O)c1nnsc1-c1ccco1 returned DYRK1A inh 1.
`O=C(O)C(c1ccccc1)C(O)c1ccc2c(c1)OCO2` (stereo not given) gave DYRK1A inh 2.
`CSCCC(NS(=O)(=O)c1ccc(Cl)cc1)C(=O)N1CCN(c2ccccc2)CC1` (stereo not given) gave DYRK1A inh -1.

Carrying on:
`O=C(NC1CCCCCCC1O)c1ccccc1` (stereo not given) gave DYRK1A inh 4.
`CCc1cccc(C)c1NC(=O)c1cc(-c2ccncc2)nc2ccccc12` gave DYRK1A inh 5.
For Cc1ccc2nc(SCC(=O)Nc3ccc4[nH]c(=O)[nH]c4c3)[nH]c2c1 the results were DYRK1A inh 9.
For O=C1C=Cc2cccc3ccc(O)c1c23 the results were DYRK1A inh 0.
Screening N#CC(=Cc1ccncc1)c1ccccc1 returned DYRK1A inh -1.
`COc1cccc(C2c3cc4c(cc3OC(NNC(N)=O)C2C)OCO4)c1O` (stereo not given) gave DYRK1A inh 2.
Screening C[C@H](CO)N1C[C@H](C)[C@@H](CN(C)CC2CC2)Oc2c(NC(=O)C3CC3)cccc2C1=O returned DYRK1A inh 11.
Cc1ccc(NC(=O)OC(C)N2CCCCC2)cc1NC(=O)OC(C)N1CCCCC1 (stereo not given) was read as DYRK1A inh -4.
For N#Cc1c(N)[nH]c2ccc(Sc3ccccc3)cc12 the results were DYRK1A inh 3.
For COc1ccc(-c2nn(-c3ccccc3)cc2C(=O)N(C)CC(=O)Nc2ccccc2Br)cc1 the results were DYRK1A inh 8.
C[C@H]1CN(S(=O)C(C)(C)C)[C@H](CCO)/C1=C\c1ccccc1 (stereo not given in full) was read as DYRK1A inh -3.
Screening c1ccc(CCn2cccc2)nc1 returned DYRK1A inh -4.
Screening Cc1ccsc1C(=O)Nc1cc(Cl)ccc1-n1cncn1 returned DYRK1A inh -3.
For O=C(O)C1=NN(c2cc(Cl)c(S(=O)(=O)O)cc2Cl)C(=O)C1 the results were DYRK1A inh -5.
Screening CC(=O)Nc1ccc(C(=O)Nc2cc(S(=O)(=O)N3CCOCC3)ccc2N2CCOCC2)cc1 returned DYRK1A inh -5.
For CC(=NNC(=S)N1CCN(C2CCCCCC2)CC1)c1ccccn1 the results were DYRK1A inh 3.
Screening CCOC(=O)C1CC(CN2C(=O)c3ccccc3C2=O)OC1=O (stereo not given) returned DYRK1A inh 1.
COCCCNC(=O)CC1C[C@H](C(=O)N2CCCCC2)[C@@]2(C)c3[nH]c4ccc(OC)cc4c3CCN2C1=O (stereo not given in full) was read as DYRK1A inh 1.
For CCN(CC)CCOCCn1c(C)ccc1C the results were DYRK1A inh 9.
Screening CCCc1nc(SCC(=O)c2ccc3c(c2)NC(=O)CO3)[nH]c(=O)c1CC returned DYRK1A inh 0.
`NC(=O)C1=C(N)c2ccccc2C1c1ccccc1` (stereo not given) gave DYRK1A inh 5.
Screening COc1cc(O)c2c(=O)c3c(O)ccc(O)c3oc2c1 returned DYRK1A inh 68*.
`Nc1cc(S(=O)(=O)N2CCOCC2)ccc1Oc1cccc(Br)c1` gave DYRK1A inh 1.
COCCN(CC(=O)Nc1cccc(C)c1C)C(=O)C1CCN(S(=O)(=O)c2ccccc2)CC1 was read as DYRK1A inh -2.
Cc1[nH]c2ccc(C(=O)OC(C)C(=O)N(C)C3CCCCC3)cc2c1C (stereo not given) was read as DYRK1A inh -7.
For COc1ccc(NC(=O)N(C)C[C@H]2Oc3ccc(NS(=O)(=O)c4ccccc4)cc3C(=O)N([C@H](C)CO)C[C@@H]2C)cc1 the results were DYRK1A inh 20.
Screening Cc1cc2c(cc1C)NC(C)CC(=O)N2 (stereo not given) returned DYRK1A inh 6.
For CN(C)c1ccc(/C=C/C(=O)c2ccc(O)cc2)cc1 the results were DYRK1A inh -1.
Screening CCOC(=O)c1c(C)[nH]c(C)c1C(=O)COC(=O)c1cccnc1SC returned DYRK1A inh 2.
For O=C1C(=Cc2ccco2)CCCC1=Cc1ccco1 the results were DYRK1A inh -2.
CCN(CC(=O)Nc1cc(Cl)ccc1C)C(=O)CSCc1ccccc1 was read as DYRK1A inh -5.
Screening CCOC(=O)C(CO)NC(=O)C1(NC(C)=O)CCCC1 (stereo not given) returned DYRK1A inh -1.
For COc1ccc2[nH]c3c(c2c1)CCN1C(=O)C(CC(=O)NCC24CC5CC(CC(C5)C2)C4)C[C@H](C(=O)N(C(C)C)C(C)C)[C@@]31C (stereo not given in full) the results were DYRK1A inh -3.
CCOc1ccccc1-n1nnnc1SCC(=O)NC(=O)Cc1ccccc1 was read as DYRK1A inh 3.
`O=C(/C=C/c1ccccc1)COC(=O)c1ccccc1` gave DYRK1A inh 33.

Screening data as filed in PubChem.
